LmPK inh: qHTS Assay for Inhibitors of Leishmania Mexicana Pyruvate Kinase (LmPK). purified LmPK, Kinase-Glo ATP luminescence, 1 h. Potency, µM (titrated, usually from 57.5 µM), for the others: at the highest dose activity change, negative = inhibition, hits mostly inhibitors. hit rate 0.37% among 290,000; further: potency means the concentration at half of the fitted maximal effect; on the % scale 0 is the no-effect control and ±100 the full control effect
Target sequence (Q27686 whole entry, looked up): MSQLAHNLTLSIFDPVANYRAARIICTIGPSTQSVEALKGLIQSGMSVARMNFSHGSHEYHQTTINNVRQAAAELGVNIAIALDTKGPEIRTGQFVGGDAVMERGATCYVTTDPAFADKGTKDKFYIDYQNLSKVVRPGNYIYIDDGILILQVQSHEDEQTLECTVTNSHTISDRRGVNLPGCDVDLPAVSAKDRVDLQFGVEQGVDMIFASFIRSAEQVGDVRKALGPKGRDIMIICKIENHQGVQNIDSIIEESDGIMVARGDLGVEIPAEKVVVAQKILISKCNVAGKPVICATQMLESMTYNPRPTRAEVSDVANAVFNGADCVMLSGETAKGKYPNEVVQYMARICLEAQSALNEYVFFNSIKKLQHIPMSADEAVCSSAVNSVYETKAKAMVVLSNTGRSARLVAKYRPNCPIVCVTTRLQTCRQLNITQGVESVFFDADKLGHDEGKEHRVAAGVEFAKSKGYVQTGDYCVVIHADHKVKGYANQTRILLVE
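Purified LmPK (0.1 nM) converted ADP (0.1 mM) to ATP with PEP (0.5 mM) in imidazole buffer pH 7.2 with KCl and MgCl2, 1 h at room temperature. ATP was read by Kinase-Glo luminescence; data normalized to uninhibited and no-enzyme controls.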
Shiga inhibitor: A qHTS for Small Molecule Inhibitors of Shiga Toxin; inhibition, % at 38.7 µM; hit rate 9.2% among 290,000; Vero cells, Shiga toxin protein synthesis inhibition reporter; in the data active means inhibition mostly above about 28%, no sharp cut-off; inactive means mostly below about 43%; further: 0% is about no effect
TbPYK inhibitor: qHTS of Trypanosoma Brucei Inhibitors; TbPYK enzyme, Kinase-Glo Plus ATP luminescence, 45 min; Potency, µM (doses to about 76.8 µM), for the others: at the highest dose activity, negative = inhibition, usual class: inhibitors; hit rate 0.12% among 410,000; AID 624173, 2012; further: potency means the concentration at half of the fitted maximal effect; on the % scale 0 is the no-effect control and ±100 the full control effect; nearly all actives have a fitted effect of over 50% in size
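ADP (130 uM final) triggers the TbPYK reaction after compound addition; incubation is 45 min at room temperature. Kinase-Glo Plus is then added and luminescence imaged. Normalized data are fitted to concentration-effect curves.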
Pf growth 48h: Primary qHTS for delayed death inhibitors of the malarial parasite plastid, 48 hour incubation; P. falciparum luciferase growth in erythrocytes, 48 h; Potency, µM (titrated, usually from 28.7 µM), for inactives: at the highest dose activity change, negative = inhibition, usual class: inhibitors; hit rate 5.9% among 310,000; further: potency means the concentration at half of the fitted maximal effect; on the % scale 0 is the no-effect control and ±100 the full control effect
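Compounds are pin-transferred into medium, infected erythrocytes (2% hematocrit, 0.1% parasitemia final) are added, and plates sit one parasite generation at 37 C in 5% CO2. Detection reagent is then added and luminescence measured.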
Cycloheximide cs: Cycloheximide Counterscreen for Small Molecule Inhibitors of Shiga Toxin. hit rate 12% among 300,000. cell reporter, cycloheximide protein synthesis inhibition counterscreen. max response, %; in the data active means max response mostly above about 13%, no sharp cut-off; inactive means mostly below about 14%; further: read at 38.3 µM for the half of the compounds with a filed dose; 0% is about no effect
AMA1-RON2 inh: qHTS for Inhibitors of AMA1-RON; Towards Development of Antimalarial Drug Lead: Primary Screen; Plasmodium falciparum AMA1 (3D7) - RON2 peptide interaction; AlphaScreen AMA1-biotinylated RON2 peptide binding; Potency, µM (highest dose often 58.2 µM), without a hit: at the top dose activity change, negative = inhibition, actives largely listed as inhibitors; hit rate 0.2% among 360,000; AID 720542, 2013;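 further: potency means the concentration at half of the fitted maximal effect; 0% = vehicle wells and -100% = peptide control; nearly all actives have a fitted effect of over 45% in size; some results filed as inactive show a strong effect at the top dose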
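AMA1 (3D7) with his tag at 25 nM final met compounds first, then biotinylated RON2 peptide at 25 nM; detection used donor plus acceptor beads, 10 µg/mL apiece, read by AlphaScreen after 30 min at room temperature.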
Pf growth 96h: Primary qHTS for delayed death inhibitors of the malarial parasite plastid, 96 hour incubation; AID 504834, 2011; Potency, µM (top dose mostly 28.7 µM), without a hit: at the top dose activity change, negative = inhibition, hits mostly inhibitors; P. falciparum luciferase reporter growth, 96 h; hit rate 6.9% among 320,000; further: potency means the concentration at half of the fitted maximal effect; on the % scale 0 is the no-effect control and ±100 the full control effect
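Erythrocytes infected with luciferase-expressing P. falciparum were dispensed at 2% hematocrit and 0.05% parasitemia (final), then incubated with compounds 96 hours at 37 C in 5% CO2. Luminescence after detection reagent addition reported growth.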
* = called active by the depositor; ? = inconclusive; nt = not tested or not shown; & = joins results of further samples; [ ] = another dose, or the depositor's remark. Unless noted, the call rests on the fitted dose curve; in most records, active means well fitted curve in the direction sought with a large enough effect; inconclusive means small, poorly fitted or top-dose-only effect, or another doubt; inactive means no such curve, though single readings can be large; an effect the other way counts as inactive or inconclusive.

SMILES | LmPK inh | Shiga inhibitor | TbPYK inhibitor | Pf growth 48h | Cycloheximide cs | AMA1-RON2 inh | Pf growth 96h
CN1CCN(S(=O)(=O)c2ccc(Cc3ccc(S(=O)(=O)N4CCN(C)CC4)cc3)cc2)CC1 | -1% | 2 | -1% | ? | -4 | -1% | 12µM*
Cc1cc(C)n2nc(N)c(N=Nc3ccc4c(c3)OCO4)c2n1 | -2% | 2 | -3% | 50%[activator] | 9 | -25% | -4%
COc1ccccc1NC(=O)N1CCN(CCc2ccccc2)CC1 | 3% | 3 | 0% | 4.1µM* | 1 | -8% | -4%
COc1ccc(C2Nc3ccccc3C(=O)N2NS(=O)(=O)c2ccc(C)cc2)cc1OC (centres undefined) | 1% | -6 | -1% | -11% | -2 | -4% | ?
CN1C(=O)C(O)(CC(=O)c2ccccc2O)c2cc(Br)ccc21 (centres undefined) | 2%&-2% | 25&-13 | -4% | ? | -4&-9 | -3% | 1.2µM*
CCN1C(C(=O)Nc2cc(C)on2)=C(O)c2ccccc2S1(=O)=O | 0% | -3 | -8% | nt | 1 | 10% | -10%
O=C(NC1(C(F)(F)F)OCCO1)c1ccc(F)cc1 | -21% | 9 | 6% | -4% | -1 | 6% | 10%
CCCNC(=O)C1CCCN(S(=O)(=O)c2ccc3c(c2)CC(C)N3C(=O)C2CC2)C1 (centres undefined) | 1% | 13 | 0% | -35% | 4 | 0% | ?
OCC(O)C(O)C(O)C(O)c1nc2ccccc2[nH]1 (centres undefined) | 1% | 12 | -1% | 41%[activator] | 3 | 11% | ?
C=C(C)Cn1c(=O)c2c(nc3n2CC(C)CN3Cc2ccccc2)n(C)c1=O (centres undefined) | 3% | -13 | -3% | ? | -4 | 0% | ?
CCOC(=O)c1cc(-c2ccccc2)sc1NC(=O)CSc1nnc(N)s1 | 0% | 2 | 0% | -5% | -2 | 12% | 3%
CC(=O)N1c2ccc(S(=O)(=O)N(C)CC(=O)NCc3ccc(C)cc3)cc2CC1C (centres undefined) | -2% | 2 | 1% | 2% | 13 | 2% | ?
COc1cc2[nH]c(C(=O)NCCc3ccccc3)cc2c(OC)c1OC | 1% | 24 | -13% | ? | 14 | -6% | ?
COC(=O)CCCC1=CC2=C(c3ccccc3)C(=O)C(C)(OC(=O)C3CCCC3)C(=O)C2=CN1CCN1CCOCC1 (centres undefined) | -3%[11.5 µM] | -1 | -1% | ? | -1 | 16% | ?
Cc1cc(=O)oc(C)c1C(=O)Nc1ccc(N(C)C)cc1 | 4% | 15 | -8% | -6% | 1 | -8% | 26%
CC1C(=O)N2CCCc3cc(NC(=O)C(=O)NCCN4CCOCC4)cc1c32 (centres undefined) | nt | nt | 1% | 20% | nt | 13% | 25%
NS(=O)(=O)c1ccc2nc(NC(=O)c3ccc4c(c3)OCCO4)sc2c1 | 1% | -11 | 1% | -19% | -2 | -5% | 0%
CCOC(=O)N1CCN(C(=O)CSc2nnc(-c3cc(OC)cc(OC)c3)o2)CC1 | -3% | -12 | -14% | -4% | -2 | 12% | ?
O=C(CC(c1ccco1)S(=O)(=O)c1ccccc1)c1ccc(F)cc1 (centres undefined) | -10% | 39* | -7% | -2% | 25* | 8% | nt
COc1ccc(CCC(=O)Nc2cc(Cl)ccc2N2CCN(C)CC2)cc1 | 8% | -27 | 8% | 7.4µM* | -2 | -7% | 4.7µM*
O=C(Nc1ccc(NC(=O)c2ccco2)c(Cl)c1)c1ccc2c(c1)OCCO2 | 2% | 64* | -10% | 109%[activator] | 27* | 2% | 165%[activator]
CC(=O)CC(=O)Nc1cccc2c1CCCC2 | 0% | 49 | 1% | 36%[activator] | -5 | 11% | 4%
CCNCC1(c2ccc(OC)c(OC)c2)CCCC1 | 3% | -11 | -1% | -1% | -3 | 51%[activator] | nt
O=C(c1cccc(C(F)(F)F)c1)C1CCCN(Cc2ccccc2O)C1 (centres undefined) | 5% | -9 | 1% | ? | 5 | 4% | 8.3µM*
CCn1ccnc1CN(C)Cc1cn(-c2ccc(C)cc2)nc1-c1ccc(F)cc1 | 1% | -5 | 2% | 0% | 3 | -3% | 19%
CC1(C)Cc2cccc(OCC(=O)NCCc3ccccc3)c2O1 | nt | nt | -6% | ? | nt | 0% | -10%
Cn1c(=O)cc(OCCCC(=O)N2CCN(c3ccccc3)CC2)c2ccccc21 | 10% | 72 | 2% | ? | -1 | 13% | ?
COc1ccc(-c2cc(C(=O)N3CCOCC3)c3ccccc3n2)cc1OC | nt | nt | -22% | ? | nt | 4% | 20%
O=C(CCN1C(=O)/C(=C\C=C\c2ccccc2)SC1=S)Nc1ccccc1C(=O)O | -11% | -24 | -9% | 6% | -3 | -16% | 9.3µM*
Cc1cc2c(c(=O)n1Cc1cccnc1)C(Cc1ccccc1)C(C#N)=C(N)O2 (centres undefined) | -1% | 20 | 4% | 0% | 1 | 3% | ?
O=[N+]([O-])c1cc(-c2n(-c3ccccn3)c3ccccc3[n+]2-c2ccccn2)ccc1Cl | 3% | 6 | 3% | ? | -3 | -16% | ?
CC(=O)Nc1ccc2nc(NC(=O)COc3ccc([N+](=O)[O-])cc3)sc2c1 | 3% | -11 | 6% | 31% | 8 | -4% | -2%
COc1ccc(-c2csc(Nc3cc(C)ccn3)n2)cc1OC | -6% | 63* | -7% | 17% | 51* | -12% | 5%
O=C(CN1CCC(c2nc3ccccc3s2)CC1)N1CCCCC1 | 1% | 33 | -2% | 35% | 16 | 7% | 10%
O=C(O)C1CCCN1c1ncnc2c1oc1ccccc12 (centres undefined) | -2% | 49* | -4% | 48%[activator] | 43* | -8% | nt
COC(=O)c1c(-n2c(C)cc(C=O)c2C)sc2c1CCCC2 | 9% | 96 | 23% | 10µM* | 16 | -9% | ?
Cc1cccc(NC2(C(F)(F)F)N=C(c3ccccc3)NC2=O)n1 (centres undefined) | -3% | 10 | -3% | 5% | -1 | -2% | 81%[activator]
Cn1c(=O)c2c(ncn2CC(O)CNc2cccc(Cl)c2)n(C)c1=O (centres undefined) | 3% | -10 | 5% | -11% | 6 | 13% | -9%
COc1ccc(CCN2CC(C(=O)NCc3cnn(C(C)C)c3)CCC2=O)cc1 (centres undefined) | -7% | -1 | -6% | -18% | 7 | 9% | 4%
CC(NC(=O)CCNC(=O)c1ccc(Br)cc1)c1ccc(S(N)(=O)=O)cc1 (centres undefined) | nt | nt | -6% | 29% | nt | 22% | -6%

Some of the entries above in a different format:
| SMILES | LmPK inh | Shiga inhibitor | TbPYK inhibitor | Pf growth 48h | Cycloheximide cs | AMA1-RON2 inh | Pf growth 96h |
| --- | --- | --- | --- | --- | --- | --- | --- |
| Cn1c(=O)c2c(ncn2CC(O)CNc2cccc(Cl)c2)n(C)c1=O (centres undefined) | 3% | -10 | 5% | -11% | 6 | 13% | -9% |
| COc1ccc(CCN2CC(C(=O)NCc3cnn(C(C)C)c3)CCC2=O)cc1 (centres undefined) | -7% | -1 | -6% | -18% | 7 | 9% | 4% |
| O=C(O)C1CCCN1c1ncnc2c1oc1ccccc12 (centres undefined) | -2% | 49* | -4% | 48%[activator] | 43* | -8% | nt |
| CC(=O)Nc1ccc2nc(NC(=O)COc3ccc([N+](=O)[O-])cc3)sc2c1 | 3% | -11 | 6% | 31% | 8 | -4% | -2% |
| CC(NC(=O)CCNC(=O)c1ccc(Br)cc1)c1ccc(S(N)(=O)=O)cc1 (centres undefined) | nt | nt | -6% | 29% | nt | 22% | -6% |

Next section:
SMILES | LmPK inh | Shiga inhibitor | TbPYK inhibitor | Pf growth 48h | Cycloheximide cs | AMA1-RON2 inh | Pf growth 96h
COc1ccc(NC2CCCN(C(=O)c3ccc4[nH]c(C)c(C)c4c3)C2)cc1OC (centres undefined) | -10% | 10 | -7% | ? | 9 | -17% | 14%
CCSC1=NCCN1S(=O)(=O)c1ccc(F)cc1 | 4% | -8 | 1% | -15% | 6 | -12% | 34%[activator]
Nc1nc2sc3c(c2cc1C(=O)N1CCOCC1)CCCC3 | -5% | 27 | 4% | 14% | 3 | -1% | -19%
COC(=O)c1ccccc1S(=O)(=O)N1CCC(C(=O)OCC(=O)c2ccccc2OC)CC1 | nt | nt | -1% | 10µM* | nt | -22% | ?
Cc1ccc2nc(C)cc(OCC(=O)O)c2c1 | -1% | -8 | -6% | 0% | -4 | -14% | ?
COc1ccc(-c2cc3ccc(OCC(N)=O)cc3oc2=O)cc1OC | 6% | 18 | 0% | 54%[activator] | 9 | -3% | 24%
CC(=O)Nc1ccc(CN2CCc3c([nH]c4ccccc34)C2c2ccccn2)cc1 (centres undefined) | 10% | -4 | 2% | ? | -4 | -24% | -20%
COc1ccc(/C=N/NC(=O)C2C(C=C(Cl)Cl)C2(C)C)c(OC)c1 (centres undefined) | 0% | -6 | -14% | 7% | -3 | -9% | -6%
CCn1cc(S(=O)(=O)CC(=O)Nc2cccc(C)c2)c2ccccc21 | 2% | -5 | -6% | -5% | -2 | -4% | ?
COc1ccc(-c2ccc(CNCCCN3CCOCC3)o2)cc1Cl | 0% | -3 | 5% | ? | -2 | -3% | ?
CCC(C)(C)NC(=O)c1ccc(Br)o1 | -4% | 14 | -8% | 3% | 1 | 13% | 2%
Cc1cc2nccc(-c3ccccn3)n2n1 | -4% | -5 | -2% | ? | -4 | -1% | 31%[activator]
Cc1cc(C)n(-c2ccc(C(=O)Nc3ccc(N4CCOCC4)cc3)cc2)n1 | 6% | 13 | -4% | nt | 6 | -1% | 0%
O=C(CSc1nnnn1-c1cccc2c1CCCC2)N1CCCC1 | 1% | -5 | ? | ? | -2 | 21% | -9%
Cc1ccccc1C(=O)NN1CC(C(=O)OCc2ccc(Cl)c(Cl)c2)CC1=O (centres undefined) | -2% | -17 | 12% | -1% | 9 | 14% | 24%
COc1ccc(C(=O)NC2CCCc3c2cnn3-c2cccc(C)c2C)c(OC)n1 (centres undefined) | 1% | -9 | 2% | -15% | -1 | -6% | 14%
CCn1ccnc1CNC(=O)CC1C(=O)NCCN1Cc1ccc(F)cc1Cl (centres undefined) | -5% | -6 | 3% | ? | 9 | 109%[activator] | -6%
CN(C)CCNC(=O)c1ccccc1 | -3% | -14 | 7% | nt | -3 | 38% | -11%
Cc1ccc(C(=O)NC(NC(=O)c2ccc(C)cc2)C(Cl)Cl)cc1 | -4% | -1 | 2% | ? | -1 | 22% | ?
S=C(c1ccc(-c2cccc(Cl)c2)o1)N1CCOCC1 | 7% | 188* | -29% | 206%[activator] | 43* | ? | 3%
CCCCn1c(SCC(=O)c2ccc(O)cc2O)nc2cc(S(N)(=O)=O)ccc21 | 3% | 1 | 0% | 22% | 1 | -19% | 11%
O=C(CN(C(=O)CNC(=O)c1ccco1)c1ccc(F)cc1)NC1CCCC1 | 0% | 7 | 3% | -1% | 4 | 6% | 6%
COc1cc(CNC(=O)c2ccc(Cn3nc(C)c(Cl)c3C)o2)cc(OC)c1 | -3% | -2 | 2% | -1% | -3 | -12% | nt
COc1cc(C)c(S(=O)(=O)NCc2cccs2)cc1C | 3% | 2 | -2% | 10% | 3 | -1% | 21%

Source: PubChem
